SMARCA2 act: SMARCA2 function activation, primary screen. 1% of 370,000 active. activation, % at 9.1 µM. AID 652017. MG213 cells, MMTV-luciferase reporter, dexamethasone, overnight; in the data active = activation above about 7.8%;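 also: 0% = vehicle wells and 100% = reference activator wells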
GAA850 FXN act: activators of GAA850 frataxin (FXN) promoter | activation, % at 6 µM | AID 540364 | 0.56% of 360,000 active | HEK293 lucGAA850 FXN promoter luciferase reporter, 24 h; percent of 10 µM SAHA response;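 active = activation above the average of all compounds screened plus 3 SD, cutoff fixed separately per campaign, cut at about 7.5% in these data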;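 also: 0% = DMSO wells and 100% = 10 µM SAHA wells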
ssDAF-12 act: activates DAF-12 receptor from parasite S. stercoralis; HEK293 ssDAF-12/GRIP1 lit1-tk-luc reporter, luminescence; % of 3 µM dafachronic acid response; activation, % at 6.8 µM; 1% of 370,000 active; AID 652126;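 active = activation above the mean over all tested compounds plus 3 SD, cut at about 0.9% in these data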;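 also: 0% = DMSO-only wells and 100% = 3 µM delta7-dafachronic acid wells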
sPLA2-III inh: Blocks human group III sPLA2 activity; 0.56% of 370,000 active; inhibition, % at 12.2 µM; Q9NZ20; QFRET BODIPY PC-A2 liposome hydrolysis, fluorescence;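 active = inhibition above mean plus 3 SD of compounds lying within the high and low control bounds, cut at about 19% in these data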;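 also: 0% = median of test compound wells and 100% = no enzyme DMSO wells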
Target sequence (Q9NZ20 whole entry, looked up): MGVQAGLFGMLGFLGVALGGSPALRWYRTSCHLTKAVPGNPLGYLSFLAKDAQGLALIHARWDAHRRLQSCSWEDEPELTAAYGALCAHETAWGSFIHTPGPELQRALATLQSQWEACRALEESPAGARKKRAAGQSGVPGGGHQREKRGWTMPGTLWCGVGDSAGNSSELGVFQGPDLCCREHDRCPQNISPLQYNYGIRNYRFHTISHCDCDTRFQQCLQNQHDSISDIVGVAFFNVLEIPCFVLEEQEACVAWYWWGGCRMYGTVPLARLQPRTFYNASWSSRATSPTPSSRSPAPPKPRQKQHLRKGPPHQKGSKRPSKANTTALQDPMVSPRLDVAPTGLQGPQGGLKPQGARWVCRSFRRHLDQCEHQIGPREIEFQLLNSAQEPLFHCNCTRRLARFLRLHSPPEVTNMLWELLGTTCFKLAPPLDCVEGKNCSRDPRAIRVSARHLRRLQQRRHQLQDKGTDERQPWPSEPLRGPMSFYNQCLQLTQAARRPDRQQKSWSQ
NPR1 activator: GC-A (human) enzyme activation; P16066; activation, % at 10 µM; HEK293 GC-A cells, cGMP TR-FRET, EC30 ANP; 0% at EC30 ANP, 100% saturating ANP; 0.14% of 370,000 active; in the data active = activation above about 40%
DAX1 inh-1: inhibitors of human orphan nuclear receptor DAX1 (NR0B1); P51843; HEK293 Gal4-DAX1 luciferase reporter, luminescence; inhibition, % at 6.75 µM; 0.99% of 340,000 active; AID 504766;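 active = inhibition above the mean over all tested compounds plus 3 SD, cut at about 4.2% in these data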;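 also: 0% = DAX1-transfected cells with DMSO and 100% = empty-vector control cells with DMSO; inhibition shows as a rise in luminescence from relieved DAX1 repression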
Target sequence (P51843 207-470 limits assumed): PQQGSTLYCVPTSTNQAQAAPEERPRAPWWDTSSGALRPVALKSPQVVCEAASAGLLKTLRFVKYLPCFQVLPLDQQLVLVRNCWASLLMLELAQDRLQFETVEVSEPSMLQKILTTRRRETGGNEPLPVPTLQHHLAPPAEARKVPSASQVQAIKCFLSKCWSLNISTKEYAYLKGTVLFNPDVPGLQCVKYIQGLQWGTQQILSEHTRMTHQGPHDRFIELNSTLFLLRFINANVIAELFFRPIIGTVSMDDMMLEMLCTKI
KLK7 zymogen act: activators of human kallikrein-7 zymogen; P49862; purified proKLK7, EDANS-DABCYL substrate fluorescence; 100% is mature enzyme control, 0% vehicle; activation, % at 7 µM; 0.9% of 370,000 active; AID 652039;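 active = activation above the mean of all tested compounds plus 3 SD, computed per campaign excluding outliers beyond control limits, cut at about 13% in these data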
Target sequence (P49862 whole entry, looked up): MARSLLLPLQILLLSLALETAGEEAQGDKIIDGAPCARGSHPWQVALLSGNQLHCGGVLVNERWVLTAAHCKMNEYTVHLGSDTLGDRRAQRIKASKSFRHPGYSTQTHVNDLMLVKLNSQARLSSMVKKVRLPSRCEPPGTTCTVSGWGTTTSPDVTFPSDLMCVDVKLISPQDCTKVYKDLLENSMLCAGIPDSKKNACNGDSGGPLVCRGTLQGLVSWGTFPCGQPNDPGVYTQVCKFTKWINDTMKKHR
hgDAF12 agonist: hgDAF-12 agonism, primary luciferase screen. 1.8% of 370,000 active. HEK293 GAL4-hgDAF12 UAS-luciferase reporter, agonist luminescence; normalized to butyrate control. activation, % at 6.8 µM. AID 687014;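 active = activation above a cutoff set at the mean of all screened compounds plus 3 SD, cut at about 10% in these data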;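 also: 0% = DMSO wells and 100% = sodium butyrate wells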
GC-B act: GC-B (human) receptor activation; P20594; HEK293-GC-B cells, CNP EC30, cGMP TR-FRET; 0% at EC30 CNP, 100% saturating CNP; activation, % at 10 µM; 0.11% of 370,000 active; AID 1920062;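 active = activation at 10 µM reaching about 35% in either raw or pattern-adjusted values, limit read from the data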
DAX1 inh-2: inhibitors of DAX1 repression of SF-1 activated StAR promoter | HEK293T StAR-luciferase reporter, SF-1/DAX-1 repression relief | inhibition, % at 6.8 µM | 1.1% of 370,000 active | AID 652010;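 active = inhibition above the mean over all tested compounds plus 3 SD, cut at about 3.6% in these data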;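 also: 0% = DAX-1 cells with DMSO and 100% = cells lacking DAX-1 with DMSO; higher inhibition means more luminescence from relief of DAX-1 repression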
hcDAF-12 act: activators of H. contortus DAF-12 nuclear receptor. HEK293 hcDAF-12 lit1-tk-luc reporter, luminescence; 0% DMSO, 100% Δ7-dafachronic acid. AID 652067. 1.4% of 370,000 active. activation, % at 6.8 µM;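 active = activation above the mean of all tested compounds plus 3 SD, cut at about 5.5% in these data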;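 also: 100% = response to 3 µM Δ7-dafachronic acid high control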
Numbers without * were called inactive.

SMILES | SMARCA2 act | GAA850 FXN act | ssDAF-12 act | sPLA2-III inh | NPR1 activator | DAX1 inh-1 | KLK7 zymogen act | hgDAF12 agonist | GC-B act | DAX1 inh-2 | hcDAF-12 act
Cc1cc(C)c(NC(=O)COC(=O)COc2ccc3c(C)cc(=O)oc3c2)c(Cl)c1 | -3 | 1.1 | -1.8 | 0 | -6 | 0.2 | 2.5 | 3.0 | -9 | 1.5 | -0.2
N=C(N)SCc1nc2ccccn2c1Br | 0 | -1.4 | -1.1 | 30* | 6 | -0.8 | -0.3 | 0.6 | -1 | 0.4 | 0.5
CCSc1cc(N2CCCC2)nc(-c2ccc(Cl)cc2)n1 | 0 | 0.0 | -1.2 | 4 | -2 | 0.4 | -0.6 | 0.4 | 0 | 0.6 | -0.7
Cc1ccc(S(=O)(=O)N2CCOCC2)cc1NC(=O)C1=NN(c2ccccc2)C(=O)CC1 | 0 | 1.7 | -1.1 | -2 | 3 | 0.2 | 0.6 | 0.2 | -1 | -0.1 | 0.9
COc1ccc(NC(=O)C(=O)NCCC2CCCCN2S(=O)(=O)c2ccccc2)cc1 (stereo unspecified) | 0 | -3.0 | -1.5 | 9 | -1 | -0.8 | 1.2 | -1.6 | 3 | -2.6 | -2.2
O=C(N/N=C\c1ccc(-c2ccc(Cl)c(Cl)c2)o1)C(=O)N1CCCC1 | -1 | -0.8 | -1.2 | 0 | 2 | 0.7 | -0.7 | -0.7 | 6 | 1.4 | -1.4
Cc1c(NC2=C(Cl)C(=O)N(c3ccccc3Cl)C2=O)c(=O)n(-c2ccccc2)n1C | -1 | 1.6 | 0.9* | 0 | 0 | -0.3 | -0.1 | 0.9 | 7 | 0.5 | 5.1
O=[N+]([O-])c1cccc(S(=O)(=O)N2CCCC2)c1 | 0 | 2.0 | -0.5 | 5 | 1 | 0.7 | -0.5 | 0.8 | 0 | 0.8 | -0.8
C[C@H](CO)N1C[C@H](C)[C@@H](CN(C)S(=O)(=O)c2ccc(F)cc2)Oc2ccc(NC(=O)Nc3ccc(C(F)(F)F)cc3)cc2C1=O | 2 | -0.4 | -1.1 | -39 | 1 | -0.8 | -0.2 | 0.0 | 5 | -0.3 | -0.7
CCC(=O)N(c1nnc(SCC(=O)NN2C(=O)NC3(CCC(C)CC3)C2=O)s1)C1CC1 (stereo unspecified) | -2 | 0.4 | -0.9 | 17 | 4 | -0.1 | -0.8 | 1.0 | 2 | -0.3 | -0.3
COc1cc(OC)c2ccc(=O)oc2c1C(CC(=O)N1CCCC(C)C1)c1ccc2c(c1)OCO2 (stereo unspecified) | 0 | -0.2 | -1.5 | -8 | -20 | 0.8 | -0.3 | -2.8 | -20 | -0.6 | -2.4
Cc1cc(/C=C2/C(=N)N3C(c4ccccc4)=CSC3=NC2=O)c(C)n1-c1ccccc1 | -1 | 2.2 | -0.7 | -6 | 0 | 0.9 | -0.2 | 4.0 | 2 | 0.8 | 1.6
Cc1ccc(NC(=O)C2CCCN2C(=O)NC2CCCCC2)cc1 (stereo unspecified) | -1 | 0.6 | -1.6 | 7 | -2 | 0.1 | 0.2 | 0.7 | 0 | 0.1 | 0.1
C#CCNC(=O)C1=C[C@@H](c2csc3ccccc23)[C@H](CCCO)[C@@H](OCC)O1 | -1 | 4.1 | -1.0 | 1 | -14 | -0.2 | 0.3 | 0.7 | -6 | 0.0 | -1.1
Cc1nc(C)n(CC(O)COc2ccc3c(c2)CCC3)n1 (stereo unspecified) | 1 | 2.4 | -0.1 | 13 | 0 | -1.1 | -0.7 | -2.1 | -5 | -0.1 | -0.1
Cc1cc(NC(NC(=O)c2ccco2)(C(F)(F)F)C(F)(F)F)no1 | -1 | -1.2 | -0.3 | 2 | 3 | 0.5 | -0.7 | -2.5 | 5 | 0.1 | -0.8
COc1ccc(OC)c2[nH]c(=O)c(CCNC(=O)CC(C)C)cc12 | 0 | 2.1 | -1.4 | 1 | -1 | 1.3 | 0.2 | -0.4 | 1 | -0.2 | -2.2
COc1cc(-c2nnc(SCc3ccccc3Cl)o2)cc(OC)c1OC | 2 | -0.8 | -1.0 | -23 | 1 | -1.1 | 0.2 | -2.1 | -7 | -0.3 | -2.3
CC1CCCC(C)N1CCCNC(=O)c1csc2c1CCCCC2 (stereo unspecified) | -2 | 1.1 | -0.7 | 2 | 0 | 1.3 | -0.5 | 1.1 | -9 | 0.3 | 0.5
Cc1onc(-c2ccccc2Cl)c1NC(=O)NCc1cccs1 | 0 | -2.1 | -1.7 | -1 | 2 | 1.6 | 0.0 | 0.5 | 1 | -0.3 | -0.4
Cc1ccc(NC(=O)Nc2ncnc3nc[nH]c23)cc1 | 2 | 4.8 | -0.7 | -9 | 4 | 2.6 | 0.3 | 12* | -6 | 1.9 | 1.6
CC1(C)COC(c2cccc(C3=NC(C)(C)CO3)n2)=N1 | -3 | 2.2 | -1.3 | 1 | 5 | 2.7 | -0.1 | 3.7 | 0 | 0.1 | -1.7
COC(=O)c1cccc(S(=O)(=O)N2CCC(NC(=O)Nc3cccc(F)c3)CC2)c1 | 2 | -3.8 | -0.6 | 4 | 1 | -0.4 | -0.5 | -2.6 | -2 | -0.8 | -1.1
COC(=O)C1=C(C)N(CC2CC2)C(=NCc2cccc(Cl)c2)N[C@H]1c1ccccc1 | 0 | -8.1 | -0.8 | 0 | -10 | 0.4 | -0.5 | -0.2 | -9 | 0.1 | -1.1
CCCC1(c2ccccc2)NC(=O)N(CC(=O)Nc2ccc3c(c2)OCCO3)C1=O (stereo unspecified) | -4 | 0.3 | -1.2 | -4 | 1 | -0.7 | -0.1 | 1.1 | -3 | -3.9 | -1.6
CCC1(C)Cc2[nH]c(=O)c(C#N)cc2CO1 (stereo unspecified) | -6 | 1.7 | -1.1 | 6 | 7 | 2.5 | 5.9 | 1.7 | 2 | -0.6 | -0.6
Cc1ccc(CN2CCNC(=O)C2CC(=O)N(Cc2c(C)nn(C)c2C)C2CC2)o1 (stereo unspecified) | 0 | 1.7 | -1.5 | 2 | 0 | -0.5 | 0.6 | -2.2 | -2 | -0.3 | -2.4
CC(NC(=O)c1cccnc1Sc1ccccc1)c1ccc(S(N)(=O)=O)cc1 (stereo unspecified) | 5 | 5.2 | -1.2 | -9 | 2 | 1.2 | 0.6 | -1.7 | 0 | -1.3 | -1.4
NS(=O)(=O)c1ccc(CCNC(=O)COC(=O)/C=C/c2ccccc2Cl)cc1 | -3 | 1.4 | -1.6 | -8 | -3 | 0.9 | -0.3 | 0.1 | -7 | 1.6 | -0.7
Cc1occc1-c1nnc(SC(C)C(=O)Nc2ccccc2F)o1 (stereo unspecified) | 6 | 2.7 | 0.0 | 5 | 2 | 0.0 | -0.9 | 15* | 2 | 10* | 4.0
CC(OC(=O)CC1CC2CCC1C2)C(=O)Nc1ccc(C(N)=O)cc1 (stereo unspecified) | 6 | 2.4 | -1.3 | -3 | 0 | 0.1 | -0.1 | 2.6 | -2 | 0.5 | -2.0
CCOc1ccc(-c2noc(CCC(N)=O)n2)cc1OCC | 3 | 1.5 | 0.1 | -1 | 2 | 3.2 | -0.9 | -0.2 | 3 | 0.6 | 1.0
CCN(CC)S(=O)(=O)c1cccc(C(=O)OCC(=O)Nc2ccc3c(c2)c2ccccc2n3CC)c1 | -2 | 1.3 | -0.2 | -4 | -5 | -1.1 | -8.3 | -3.2 | 1 | -0.2 | 1.5
CCCC(=O)Nc1cc(-c2nnc(OC)c3ccccc23)ccc1N1CCOCC1 | 1 | -1.3 | -1.4 | 0 | 3 | 0.7 | 0.5 | -0.4 | 2 | 0.4 | -1.8
Cc1ccc(S(=O)(=O)NCC(=O)NC2CCCC2)cc1 | -2 | 0.3 | -1.2 | 1 | 1 | 1.1 | -0.1 | 1.2 | 9 | 0.5 | -1.6
Cc1noc(NS(=O)(=O)c2ccc(N/C=C\C(=O)c3ccc4c(c3)OCO4)cc2)c1C | 4 | 2.7 | -0.6 | -20 | 10 | 0.4 | 1.2 | 3.3 | 2 | 1.9 | 0.9
CCOC(=O)Cc1csc(NC(=O)Cc2cccs2)n1 | 4 | 4.9 | -1.3 | 1 | -3 | -0.5 | -1.1 | 4.9 | -3 | -0.6 | -0.4
CCCSc1ncnc2sc(C)c(C)c12 | -2 | 1.3 | -1.2 | -1 | -3 | 1.5 | -0.6 | -0.4 | 0 | 1.7 | 0.4
CCC1=C(OC(=O)c2ccccc2)C(C)(C)C(c2ccccc2)OC1=O (stereo unspecified) | 0 | 1.2 | -1.2 | 6 | -3 | 0.2 | 0.6 | 0.2 | -2 | -0.1 | -0.9
CC1CCN(C2=NC(=O)/C(=C/c3ccc(O)cc3)S2)CC1 | -2 | 0.8 | -1.6 | -21 | -14 | -0.4 | -2.4 | 4.3 | -4 | -0.6 | -3.3
Cc1ccc(S(=O)(=O)N2CCC3(CC2)CC(=O)c2ccccc2O3)cc1 | -1 | 2.2 | -0.1 | -2 | -11 | -0.7 | -0.2 | 1.2 | -12 | -4.8 | 0.3
O=C1/C(=C/c2cccc(Cl)c2)CSc2sccc21 | -4 | 3.6 | -2.3 | -4 | -5 | -1.4 | -0.9 | -0.2 | -7 | -0.2 | -1.3
C=CCN1CN=C(NS(=O)(=O)c2ccc(NC(C)=O)cc2)NC1 | -6 | -0.3 | -0.1 | 8 | 6 | 0.7 | 0.1 | -5.3 | 5 | -1.1 | -3.5
CN1CCN(Cc2cccc3ncccc23)CC1CCO (stereo unspecified) | -4 | 3.6 | 0.2 | 7 | -2 | -1.0 | -0.1 | -0.8 | 2 | -0.5 | 0.9
Cc1nnc(-c2cccc(Br)c2)c2cn(-c3ccccc3)nc12 | -1 | -1.8 | -0.9 | 5 | 14 | 0.2 | 0.6 | -0.1 | 20 | 0.4 | 0.3
CCOC(=O)NC1(NC2CCCCC2)Oc2ccccc2O1 | -5 | 2.8 | -1.2 | 2 | 4 | 1.6 | -0.4 | 9.2 | 5 | 0.2 | 1.8
Cc1nc(SCC(=O)c2ccc(Cl)s2)c2oc3ccccc3c2n1 | -1 | -0.9 | -1.3 | -2 | 1 | 0.3 | -0.1 | -1.9 | -2 | -1.3 | 0.0
CN(CCc1ccccc1)C(=O)c1ccc(NC(=O)Cc2cccc(NC(=O)C3CCN(C(=O)C4CCCC4)CC3)c2)cc1 | -5 | 0.7 | -1.0 | -19 | 0 | 1.2 | 0.5 | -1.1 | -2 | -0.8 | -0.6
COc1ccc(-c2csc(C3=C(O)CN(Cc4ccc(Cl)cc4)C3=N)n2)cc1OC | -3 | -3.1 | -1.6 | -2 | 0 | -1.7 | -0.1 | -3.6 | 2 | -1.5 | -3.3

Looked up above.
COc1ccc(-c2csc(C3=C(O)CN(Cc4ccc(Cl)cc4)C3=N)n2)cc1OC in hcDAF-12 act shows -3.3
C=CCN1CN=C(NS(=O)(=O)c2ccc(NC(C)=O)cc2)NC1 in DAX1 inh-2 shows -1.1
